BLM inh: blocks DNA unwinding by human BLM helicase; hit rate 0.2% among 350,000; recombinant BLM DNA unwinding, fluorescence dequenching; AID 2528; Potency, µM (titrated, usually from 56.1 µM), inactives show top-dose activity change, negative = inhibition, most hits filed as inhibitors;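 note: potency is the fitted concentration of half-maximal effect; plate controls were vehicle for no effect and no enzyme for full effect; nearly all actives have a fitted effect of over 35% in size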
Pol beta inh: DNA polymerase beta (human) inhibition; P06746; Pol beta primer extension/strand displacement, fluorescence kinetic; Potency, µM (top dose mostly 114 µM), inactives show at the highest dose activity change, negative = inhibition, hits mostly inhibitors; hit rate 1.3% among 340,000; AID 485314; note: potency is the fitted concentration of half-maximal effect; % is set by controls: 0 for no effect and ±100 for the full control effect
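Homogeneous kinetic assay of primer extension and strand displacement by 10 nM Pol beta, preincubated 15 min at room temperature with compound before 50 nM substrate (final) was added. Read at 0 and 10 min; four-parameter Hill fit.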
Tb PGK inh: inhibitors of T. brucei phosphoglycerate kinase; hit rate 0.043% among 380,000; Potency, µM (top dose mostly 57.5 µM), for inactives: top-dose activity change, negative = inhibition, usual class: inhibitors; PGK/GAPDH coupled, Kinase-Glo luminescence, 60 min; P07378; AID 602233; note: potency is the fitted concentration of half-maximal effect; % is set by controls: 0 for no effect and ±100 for the full control effect; nearly all actives have a fitted effect of over 60% in size
Target sequence (P07378 whole entry, looked up): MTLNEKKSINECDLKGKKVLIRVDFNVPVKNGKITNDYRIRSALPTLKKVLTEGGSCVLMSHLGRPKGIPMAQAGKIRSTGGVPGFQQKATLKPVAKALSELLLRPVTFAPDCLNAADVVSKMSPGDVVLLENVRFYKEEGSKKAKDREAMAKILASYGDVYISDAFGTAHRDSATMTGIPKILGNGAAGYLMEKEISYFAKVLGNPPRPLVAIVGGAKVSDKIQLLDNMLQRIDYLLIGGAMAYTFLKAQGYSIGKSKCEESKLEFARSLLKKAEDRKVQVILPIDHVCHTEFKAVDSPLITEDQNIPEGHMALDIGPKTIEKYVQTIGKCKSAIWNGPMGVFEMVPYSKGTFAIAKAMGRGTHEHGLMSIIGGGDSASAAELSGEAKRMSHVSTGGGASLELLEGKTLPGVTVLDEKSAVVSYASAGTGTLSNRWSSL
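Recombinant glycosomal PGK reaction used 1,3-bisphosphoglycerate generated in-well by GAPDH (100nM final) in 100mM TEA pH 7.6, 5mM MgCl2, 0.01% Tween-20. After 60 minutes at room temperature, ATP was read by Kinase-Glo Plus luminescence end-point.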
POLK inh: inhibitors of human DNA polymerase kappa. Q9UBT6. Potency, µM (top dose mostly 107 µM), without a hit: top-dose activity, negative = inhibition, actives largely listed as inhibitors. purified Pol kappa, fluorescent DNA synthesis assay, 10 min. hit rate 0.53% among 400,000; note: potency is the fitted concentration of half-maximal effect; % is set by controls: 0 for no effect and ±100 for the full control effect
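Kinetic fluorescence screen: compound preincubated 15 min RT with 10 nM enzyme; 50 nM substrate (final) initiates; reads at 0/10 min.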
Anesthetic bind: candidate novel general anesthetic via apoferritin binding; Potency, µM (titrated, usually from 77.5 µM), inactives show at the highest dose activity change, negative = displacement, hits mostly inhibitors; apoferritin/1-aminoanthracene competitive binding, fluorescence; hit rate 0.074% among 350,000; note: potency is the fitted concentration of half-maximal effect; % is set by controls: 0 for no effect and ±100 for the full control effect; nearly all actives have a fitted effect of over 20% in size
Target sequence (P02791 2-175 limits assumed): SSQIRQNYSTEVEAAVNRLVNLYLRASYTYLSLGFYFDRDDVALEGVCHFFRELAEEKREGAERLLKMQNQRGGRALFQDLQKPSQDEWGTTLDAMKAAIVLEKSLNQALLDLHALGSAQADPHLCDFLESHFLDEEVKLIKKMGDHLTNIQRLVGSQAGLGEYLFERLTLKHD
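In PBS, apoferritin at 10 uM is loaded with 1-AMA from a 50% saturated solution. After 10 min of compound exposure at ambient temperature, reduced 535 nm fluorescence indicates probe displacement.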
POLH inh: blocks human DNA polymerase eta activity | Potency, µM (doses to about 114 µM), inactives show at the top dose activity change, negative = inhibition, actives largely listed as inhibitors | hit rate 1.2% among 390,000 | Q9Y253 | AID 588591 | recombinant Pol eta, fluorescent DNA replication assay; note: potency is the fitted concentration of half-maximal effect; % is set by controls: 0 for no effect and ±100 for the full control effect
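Pol eta (10 nM) was preincubated with compounds for 15 min at room temperature, after which fluorescent replication substrate (50 nM final) was added to start the reaction. Fluorescence was read kinetically at 0 and 10 min.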
POLI inh: blocks human DNA polymerase iota activity | Q9UNA4 | Pol iota fluorescent replication assay, 10 min | Potency, µM (highest dose often 115 µM), without a hit: at the highest dose activity, negative = inhibition, hits mostly inhibitors | hit rate 1% among 390,000 | AID 588590; note: potency is the fitted concentration of half-maximal effect
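Pol iota at 10 nM preincubated 15 min with compounds at room temperature; reaction started with fluorescent substrate, 50 nM final. Fluorescence read kinetically at 0 and 10 min; buffer-only wells as negative control.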
APE1 inh: inhibitors of human APE1 endonuclease | P27695 | recombinant APE1, TAMRA/BHQ-2 abasic DNA cleavage fluorescence | Potency, µM (titrated, usually from 65.8 µM), for the others: at the top dose activity change, negative = inhibition, usual class: inhibitors | hit rate 0.35% among 350,000;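 note: potency is the fitted concentration of half-maximal effect; plate controls were vehicle for no effect and reference inhibitor for full effect; nearly all actives have a fitted effect of over 55% in size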
Target sequence (P27695 whole entry, looked up): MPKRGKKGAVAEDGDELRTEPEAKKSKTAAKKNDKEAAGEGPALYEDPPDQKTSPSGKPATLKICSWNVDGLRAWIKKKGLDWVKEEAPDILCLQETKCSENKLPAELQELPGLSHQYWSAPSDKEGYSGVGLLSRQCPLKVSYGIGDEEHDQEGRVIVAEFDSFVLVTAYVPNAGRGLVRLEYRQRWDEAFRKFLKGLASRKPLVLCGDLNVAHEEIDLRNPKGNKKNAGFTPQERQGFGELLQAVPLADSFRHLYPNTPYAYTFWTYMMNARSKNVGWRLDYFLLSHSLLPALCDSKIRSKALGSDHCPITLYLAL
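Compound pre-exposure to 0.75 nM APE1, 15 min at ambient temperature. Reaction initiated with 50 nM TAMRA/BHQ-2 THF substrate, read immediately in kinetic mode, 525 nm excitation, 598 nm emission.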
RXFP1 antagonist: RXFP1 (human) relaxin receptor antagonism. hit rate 0.59% among 350,000. activity change, negative = inhibition, % at 57.5 µM. HEK293-RXFP1, relaxin-stimulated cAMP HTRF, 30 min; hits give low values;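 active = activity change of -60% or lower, but not beyond a set lower limit; inconclusive = change between -60% and -40%, or beyond the set limit; inactive = change above -40%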; note: % is set by controls: 0 for no effect and ±100 for the full control effect
Numbers without * were called inactive; i = inactive; ? = inconclusive; . = no result given; & = joins results of further samples; [ ] = remark or other dose. Unless noted, calls come from the whole dose curve; as a rule, active = well fitted curve in the direction sought with a large enough effect; inconclusive = small, poorly fitted or top-dose-only effect, or another doubt; inactive = no such curve, though single readings can be large; an effect the other way counts as inactive or inconclusive.

POLK inh	POLI inh	Pol beta inh	BLM inh	Anesthetic bind	RXFP1 antagonist	APE1 inh	POLH inh	Tb PGK inh	SMILES
-4%	11%	1%	-1%	2%	-5	4%	7%	-11%	COc1ccc(S(=O)(=O)NC(CC(=O)NCC2CCCO2)c2ccco2)cc1 (stereo not drawn)
0%	46%[activator]	23%	-3%	-3%	-5	-5%	-16%	-8%	COc1ccc(Cl)cc1NC(=O)c1[nH]nc(OC)c1[N+](=O)[O-]
-8%	15%	-11%	0%	-7%	.	-1%	-18%	0%	Cc1cccc(-n2c(C)cc(/C=N/NC(N)=S)c2C)c1
1%	16%	.	.	.	7	0%	-1%	3%	O=C(NCCS(=O)(=O)N1CCN(c2ccc(F)cc2)CC1)c1ccc2c(c1)OCO2
-16%	33%[activator]	11%	-2%	-9%	8	-2%	1%	-3%	CCS(=O)(=O)Nc1ccc(C2=NN(C(C)=O)C(c3cccs3)C2)cc1 (stereo not drawn)
-5%[60.1 µM]	5%	2%	-2%	-1%	-35	.	-13%	1%	COc1ccc(Br)cc1CNC(=O)CSc1n[nH]c(-c2ccccc2)n1
-7%	2%	?	-8%	-18%	-13	-3%	?	-2%	COC(=O)C1=C(CSCc2ccco2)NC(=O)NC1c1cc(C)ccc1C (stereo not drawn)
-2%	-11%	-7%	0%	0%	.	-3%	-9%	3%	O=C1NC2CCc3nc4ccccc4c(=O)n3C2=Nc2ccccc21 (stereo not drawn)
-3%[60.1 µM]	43%[activator]	2%	-1%	-15%	.	.	?	i	COC(=O)c1ccccc1NC(=O)C1(c2cccs2)CCOCC1
-24%	?	?	-8%	0%	6	-10%	-16%	-6%	Cc1ccc(NC(=O)NNC(=O)c2cc3ccccc3cc2O)cc1C
-13%	49%[activator]	3%	-4%	-16%	-3	-10%	-18%	-9%	O=C(CNCc1ccccc1Cl)Nc1ccc(C(=O)N2CCCCC2)cc1
-16%	?	16%	1%	-18%	-3	-7%	?	i	CCN(CCO)c1ccc(-n2c(N)c(C(=O)OC)c3nc4ccccc4nc32)cc1
-6%	13%	.	.	.	17	21%	-8%	-1%	O=C(COC(=O)Cc1ccc(Cl)c(Cl)c1)NCc1ccco1
8%	8%	.	.	.	-5	.	-9%	-1%	O=C(N/N=C/c1ccc(OC(=O)c2ccco2)cc1)c1ccc[n+]([O-])c1
-16%&-8%	9%&6%	2%	-4%	3%	-2&-3	-2%	-2%&-5%	4%&-9%	CS/C(=N\S(=O)(=O)c1cccs1)Nc1ccc(Br)cc1F
3%	-2%	3%	-1%	-6%	-12	9%	3%	-3%	Cc1ccc(C2CC(c3ccco3)n3ncnc3N2)cc1 (stereo not drawn)
-14%	8%	6%	-2%	-10%	-5	-2%	-3%	8%	CCC(=O)Nc1nc2ccccc2n1Cc1ccccc1C
-15%	15%	32%	-9%	-13%	-4	2%	0%	-2%	O=C(NCCc1ccccc1)c1cc(S(=O)(=O)N2CCOCC2)ccc1F
-11%	?	2%	-7%	-3%	2	1%	1%	1%	Cc1cc(C)cc(C(=O)n2cnnc2N)c1
-7%	6%	-1%	-4%	-2%	.	-6%	-17%	i	CCOc1ccc(Nc2nc3ccccc3n3nnnc23)cc1
-25%	1%	-1%	-1%	2%	-24	8%	3%	4%	COc1cccc(-c2nc(CS(=O)CC(=O)NC3CC3)c(C)o2)c1 (stereo not drawn)
11%	-12%	3%	-1%	3%	-3	15%	-1%	-2%	CN(C)S(=O)(=O)c1ccc(S(=O)(=O)NCCN2CCOCC2)cc1
-11%&0%	79µM*	4%	0%[120 µM]	-2%[163 µM]	.	?	9%	i	COc1ccc(-c2cc(=O)c3cc(C)ccc3[nH]2)cc1
-19%	5%	?	6%	172%[activator]	.	.	-6%	-4%	CCOCCCn1c(=N)c(C(=O)NC2CCCCC2)cc2c(=O)n3ccccc3nc21
-3%	19%	21%	2%	-2%	-12	-1%	-6%	-5%	CCOc1ccc(C/C(O)=C2\C(=O)CC(C)(C)CC2=NCC(=O)O)cc1OCC
-1%	37%[activator]	29%	-6%	-15%	2	79%[activator]	-20%	i	O=C(CNC(=O)c1ccc(Br)o1)NCc1ccccc1Cl
-5%	6%	5%	1%	-15%	2	-18%	-3%	2%	COc1ccccc1NC(=O)CSc1nnc(-c2ccoc2C)n1CC1CCCO1 (stereo not drawn)
10%	9%	0%	-4%	0%	-4	.	-21%	i	COc1ccc(NC(=O)CCCn2nc(C)c3sc4ccccc4c3c2=O)cc1
4%	?	-2%	-7%	-7%	.	-10%	-17%	-7%	Clc1cccc(-c2sc(Nc3ccccc3)n[n+]2-c2ccccc2)c1Cl
-15%	-11%	2%	-6%	?	-4	-12%	-3%	i	Cc1noc(/C=C/N(C)C)c1S(=O)(=O)NC1CCCCC1
-5%	-24%	35%	-2%	7%	-8	5%	-19%	-5%	COc1ccc(-c2n[nH]c(=S)n2-c2ccc(C)cc2)cc1
0%	45%	.	.	.	-1	6%	-17%	-6%	COc1ccc(S(=O)(=O)Nc2cc(C)on2)cc1NC(C)=O
-17%	2%	38%	2%	-20%	3	-3%	-12%	-2%	O=C(NC(=S)Nc1ccccc1O)c1ccc(-c2ccc(Cl)cc2)o1
-16%	1%	20%	5%	1%	.	-5%	-13%	-8%	CCN1CCN(CC(=O)Nc2ccccc2)C(=O)C1=O
-17%	4%	-6%	0%	-13%	9	1%	3%	2%	CCC(=O)Nc1cccc(-c2cc3ccccc3oc2=O)c1
-9%	-11%	4%	-1%	-11%	10	29%	-10%	6%	O=C(CSc1nnnn1C1CCCCC1)Nc1ccccc1F
3%	5%	8%	0%	8%	2	0%	-13%	i	N#Cc1ccc(-c2csc(NC(=O)c3ccc(S(=O)(=O)N4CCc5ccccc5C4)cc3)n2)cc1
4%	76%[activator]	-15%	-4%	-10%	-5	1%	-9%	24%	C/C=C/c1ccc(OCCCCN2CCC(C)CC2)c(OC)c1
-19%	14%	10%	2%	?	-7	-2%	-13%	13%	Fc1cccc(C[n+]2csc3ccccc32)c1
-12%	20%	.	.	.	-29	.	-16%	-1%	CC(=O)Nc1ccc2c(c1)Cc1c(F)cccc1-2
4%	29%	.	.	.	7	10%	-17%	i	CN(C)S(=O)(=O)c1ccc(N2CCCC2)c(C(=O)NNC(=O)COc2cccc(F)c2)c1
-19%	0%	2%	-13%	2%	2	?	1%	-11%	Oc1ccccc1/C=N/c1c(-c2ccco2)nc2ccccn12
?	?	.	-8%[75.6 µM]	45%[activator][110 µM]	.	-31%&-8%	-16%	8%	C=C1c2cccc(OC)c2O[C@H](C(=O)OCC)[C@@H]1CC(CC)CCCC (stereo partly drawn)
-6%	-2%	34%	2%	-7%	4	19%	9%	-3%	CCn1ccc(C(=O)Nc2ccccc2SC)n1
.	.	1%	-5%	-3%	.	1%	.	.	COc1ccc(C(=O)Nc2ccc(N3CCN(C(C)=O)CC3)cc2)cc1[N+](=O)[O-]
0%	-9%	-2%	-2%	-18%	1	3%	-10%	8%	O=C(c1cnn2c(C(F)(F)F)cc(-c3ccc4c(c3)OCO4)nc12)N1CCCC1
19%	-4%	25%	-8%	-7%	-4	10%	-16%	-5%	Cc1ccc(N(CC(=O)NC(C)(C)C)C(=O)CCC(=O)Nc2nccs2)c(C)c1
-13%	-17%	2%	-3%	4%	.	.	-4%	1%	CCOc1ccc(-c2nnc(SCC(=O)NCc3ccc(Cl)cc3)o2)cc1
-16%	3%	1%	5%	-7%	0	9%	-16%	.	Cc1cc(C)c2oc(C(=O)Nc3nnc(C(C)C)s3)cc(=O)c2c1
-3%	-3%	2%	-5%	?	-11	?	7%	6%	Cc1cc(C(=O)CSc2nnc(-c3ccccc3F)o2)c(C)n1Cc1cccs1
1%	31%[activator]	.	.	.	1	7%	?	-2%	CCN(c1ccccc1)S(=O)(=O)c1ccc(OC)c(NC(=O)CCc2nc3ccccc3c(=O)[nH]2)c1
-5%	24%	25%	2%	-18%	-4	-1%	-11%	-9%	O=C(CSCc1c(Cl)cccc1Cl)Nc1nccs1
-5%	-4%	.	.	.	.	-19%	-7%	2%	C[C@H](CO)N1C[C@H](C)[C@@H](CN(C)S(=O)(=O)c2cccs2)Oc2ccc(NS(=O)(=O)c3ccc(F)cc3)cc2C1=O
-2%	-2%	27%[57.1 µM]	-2%	0%	.	-1%	-6%	2%	CCCC(=O)Nc1ccc(-c2cnc(-c3ccc(NC(=O)CCC)cc3)nc2)cc1
12%	132%[activator]	4%	-3%	-7%	-6	40%	-12%	i	Cc1ccc(S(=O)(=O)NC(=NC(Cc2ccccc2)C(=O)O)c2ccccc2)cc1 (stereo not drawn)
4µM*	0.89µM*	7.1µM*	28µM*	6%	-4	8.9µM*	3.2µM*	16µM*	O=c1[nH][nH]c2c(N=Cc3ccccc3O)ccc(F)c12
-1%	40µM*	-5%	-6%	?	-72*	4%	1%	0%	O=C(/C=C/c1ccccc1Cl)c1cccnc1
-9%	117%[activator]	54%	0%	0%	-2	-5%	-2%	-2%	CSCC(=O)NCC1(N(C)Cc2ccccc2)Cc2ccccc2C1
-1%&-11%	?	18%&22%	0%&-4%	1%&-1%	3&0	15%	10%&-16%	-4%&2%	CCOc1ccc(NC(=O)CCNS(=O)(=O)c2ccc3c(c2)oc(=O)n3C)cc1
-24%	3%	-27%	-6%	5%	0	-1%	-13%	5%	CC(C)Cc1nnc(NC(=O)CSc2nc(=O)cc(N)n2-c2ccccc2)s1
0%	30%[activator]	.	.	.	-2	23%	-6%	-3%	CCN(C(=O)CSc1nc2ccc(OC)cc2[nH]1)C1CCS(=O)(=O)C1 (stereo not drawn)

Ordered by length of the SMILES (ascending): three of the compounds above.
POLK inh	POLI inh	Pol beta inh	BLM inh	Anesthetic bind	RXFP1 antagonist	APE1 inh	POLH inh	Tb PGK inh	SMILES
-9%	-11%	4%	-1%	-11%	10	29%	-10%	6%	O=C(CSc1nnnn1C1CCCCC1)Nc1ccccc1F
-17%	2%	38%	2%	-20%	3	-3%	-12%	-2%	O=C(NC(=S)Nc1ccccc1O)c1ccc(-c2ccc(Cl)cc2)o1
1%	16%	.	.	.	7	0%	-1%	3%	O=C(NCCS(=O)(=O)N1CCN(c2ccc(F)cc2)CC1)c1ccc2c(c1)OCO2

Screens (PubChem)

An excerpt; the hit share may differ from the screen's.
